Growth percent in the NCI-60 one-dose screen (48 h, 10 µM unless noted): 100 = growth as untreated, 0 = no growth, -100 = all killed.
M14: M14 melanoma. AID 1794745. hit rate 6.2% among 80,000
HOP-62: HOP-62 NSCLC | hit rate 3.9% among 80,000 | AID 1794735
SK-MEL-5: SK-MEL-5 melanoma; hit rate 6.4% among 80,000; AID 1794755
A549/ATCC: A549/ATCC NSCLC. hit rate 3.7% among 81,000
EKVX: EKVX NSCLC | hit rate 3% among 71,000
SK-MEL-28: SK-MEL-28 melanoma | hit rate 4.1% among 81,000 | AID 1794761
HOP-92: HOP-92 NSCLC cells. hit rate 6.3% among 71,000
SK-MEL-2: SK-MEL-2 melanoma | hit rate 4.7% among 77,000 | AID 1794763
Numbers without * were called inactive; · = no result given; & = joins results of further samples. Rule for the calls: active = growth percent below 10; inactive = the rest.

SMILES	M14	HOP-62	SK-MEL-5	A549/ATCC	EKVX	SK-MEL-28	HOP-92	SK-MEL-2
COc1ccc(CCN2C(=O)CCC3=C2CCCC3=O)cc1OC	99.1	95.3	99.1	105.8	·	107.7	78.2	122.2
O=C(CO[N+](=O)[O-])Nc1ccc(C(=O)/C=C/c2ccc(Cl)cc2)cc1	3.5*	94.1	54.5	67.6	67.9	86.8	66.8	81.7
CN(C)CCCNC(=O)c1cc(NC(=O)c2cc(NC(=O)c3ccc(/C=C/c4ccccc4)cc3)cn2C)cn1C	48.1	74.1	40.3	35.7	66.9	60.2	-1.7*	60.6
COc1ccc2[nH]cc(-c3nc(-c4c[nH]c5c(Cl)nccc45)cs3)c2c1	-26.0*	61.2	55.6	28.6	62.8	42.0	56.2	59.3
NCC1=C(c2ccccc2)Nc2ncc(-c3ccc(Br)cc3)n2C1O (stereo unspecified)	91.1	80.9	83.7	92.7	98.9	112.2	93.1	92.0
COc1ccc(C(=O)c2cc3c(N)c(C(=O)Nc4ccc(Cl)cc4)sc3nc2C)cc1	61.5	37.5	85.2	77.1	86.1	82.6	78.2	68.5
C=C(C)[C@@H]1CCC=C2CC[C@]3(C)[C@H](CC[C@@H]4[C@@]5(C)CC[C@H](OC(=O)c6cccnc6)C(C)(C)[C@@H]5CC[C@]43C)[C@H]21	101.7	94.4	102.7	100.3	94.7	104.4	105.1	90.3
CN[C@]1(c2ccccc2Cl)CCCC[C@H]1NCCCc1ccc(F)cc1	94.1	88.3	100.3	93.2	92.1	100.6	77.5	103.7
CC1CCCCN1CCCNC(=O)N/C(N)=N/c1nc2ccccc2s1 (stereo unspecified)	-85.2*	59.6	-96.7*	47.3	46.1	-97.0*	·	41.3
CCOC(=O)CC1CSC(N/N=C/c2ccc(F)c(Br)c2)=N1 (stereo unspecified)	102.0	94.2	101.4	91.2	103.8	107.1	105.5	104.1
O=C(CNc1ncco1)Nc1ccc(S(=O)(=O)c2ccc(NC(=O)CNc3ncco3)cc2)cc1	-28.8*	32.7	-60.4*	6.9*	50.4	58.1	81.0	-7.0*
C=CC(=O)NCCCNc1nc(Cl)nc2cc(OC)c(OC)cc12	86.5	95.4	104.2	106.0	90.4	·	·	93.1
CC(C)Cc1cccc(C(C)C)c1NC(=O)CCC(=O)N/N=C1\C(=N/NC(=O)CCC(=O)Nc2c(C(C)C)cccc2C(C)C)C(c2ccc3c(c2)OCO3)Oc2ccccc21 (stereo unspecified)	83.7	·	88.3	85.1	97.9	95.2	75.4	100.6
Cn1cc2c(c1)-c1ncncc1CC2	110.7	101.8	103.3	113.8	104.8	108.3	·	112.8
CC(=O)c1cn(C(C)=O)c2ccccc12	111.3&99.2	95.0&74.1	101.5&98.1	107.3&94.3	91.5&94.3	112.7&108.4	93.5&97.4	102.3&98.3
CC1=CC(=O)CC(C)C1 (stereo unspecified)	108.8&104.9	112.3&122.3	104.0	109.3&102.6	114.9&109.2	110.3&124.3	102.6&62.9	106.8&87.7
COc1ccc(/C=C2\SC(=Nc3cc(C)on3)NC2=O)cc1	92.2	96.0	99.3	102.0	89.7	105.9	94.4	115.2
CCOC(=O)C(=O)C1CCCCC1=O (stereo unspecified)	98.5	91.5	88.3	93.6	·	100.0	96.3	100.2
CC(C)CCCC(C)C1CCC2C3CCC4CC(NC(=O)C[N+]5(C)CCOCC5)CCC4(C)C3CCC12C (stereo unspecified)	98.3	100.7	94.8	105.7	·	95.4	94.8	98.8
COC(=O)/C=C/c1cc(OC)c2c(c1)[C@@H](C(=O)OC)[C@H](c1ccc(OC)c(OC)c1)O2	2.0*	24.9	9.7*	67.2	38.5	63.4	66.8	31.4
Cc1ccc(-c2nc(N(C)CC(O)C(O)C(O)C(O)CO)c3oc(-c4ccc(C)cc4)nc3n2)cc1 (stereo unspecified)	97.9	95.8	92.9	102.6	90.5	105.8	113.9	96.0
c1ccc(-c2ccccc2OCC2CO2)cc1 (stereo unspecified)	100.5	93.7	101.8	99.8	99.0	107.8	99.1	103.9
N#CC1=C(N)Oc2cc3ccccc3cc2C1c1ccccc1Cl (stereo unspecified)	94.7	89.6	97.2	98.6	85.6	104.8	85.6	109.0
N=C1C(c2nc3ccccc3s2)=C(O)CN1c1cccc(C(=O)O)c1	115.5	95.8	91.1	109.6	106.3	134.3	79.0	86.2
COc1ccccc1C(C[N+](=O)[O-])c1c[nH]c2ccccc12 (stereo unspecified)	68.5	78.3	94.3	87.6	91.9	87.5	89.2	87.6
O=S(=O)(O)c1cccc2cccc(O)c12	97.9	95.6	110.3	101.2	114.2	118.8	88.9	102.0
O=C1NC(Cc2ccccc2)C(=O)O1 (stereo unspecified)	102.5	116.1	100.9	93.5	101.1	117.2	100.8	102.4
c1ccc(CSc2ncnc3c2ncn3C2CCCCO2)cc1 (stereo unspecified)	117.1	·	111.8	95.4	102.0	119.8	·	107.4
O=S(=O)(Cc1ccc(Cl)cc1)Cc1ccc(Cl)cc1	105.2	98.4	105.4	93.9	102.4	105.9	·	96.5
O=C(Nc1ccccc1)c1cc(-c2cccnc2)nc2ccccc12	117.1	104.5	102.2	100.1	102.4	109.5	·	106.1
C=C1C(=O)O[C@H]2[C@H]1CC/C(COC(=O)NCCc1c[nH]c3ccccc13)=C\CC[C@@]1(C)O[C@@H]21	-52.1*	57.7	12.8	66.9	69.2	-17.6*	-52.0*	61.5
CCOC(=O)c1ccc2c(c1N1CCN(c3ccc(F)cc3)CC1)N(O)ON2	105.1	107.7	89.3	95.0	·	110.8	103.8	93.4
COc1ccc(N=Nc2c(N)nn3cc(-c4nc5ccccc5s4)c(N)nc23)cc1	97.4	93.6	101.2	98.8	99.1	96.7	101.4	100.2
O=c1[nH]nc(Sc2ccccc2)c(=S)[nH]1	100.9	101.7	98.9	94.4	84.7	100.2	84.5	93.3
COc1cc(-c2nn(-c3cccc(NC(=O)Nc4ccccc4)c3)cc2-c2ccncc2)ccc1Cl	85.7	87.2	79.9	79.3	·	86.3	·	77.0
COc1cc(CNC(=O)/C=C/c2ccccc2)ccc1OCc1cn(-c2ccc(C#N)cc2)nn1	·	88.4	·	90.9	94.3	88.5	69.6	110.3
CCCCCCCCSc1ncnc2c1ncn2CO	97.7	82.7	·	102.5	55.5	101.2	·	95.8
COc1cccc(/C=N/Nc2nnc3n2N=C(c2ccccc2)CS3)c1	112.9	105.7	89.9	92.2	99.5	116.7	95.1	105.9
NC(=O)CSCc1ccccc1	101.8	77.7	102.3	67.2	96.9	102.2	86.7	106.7
NCc1ccc(S(=O)(=O)Nc2nccs2)cc1	86.8	69.8	99.1	79.1	99.8	102.6	95.4	95.8
COC1OCC(OS(=O)(=O)c2ccc(C)cc2)C(OC(=O)c2ccccc2)C1OC(=O)c1ccccc1 (stereo unspecified)	34.3	42.2	30.7	48.7	53.4	57.7	62.2	36.1
O=c1cc(N/N=C/c2ccc(Cl)cc2)c2ccccc2[nH]1	90.6	95.5	89.1	92.9	103.6	97.5	98.2	100.1
COc1cc2c(Cc3ccccc3)cncc2cc1O	97.4	81.0	·	99.9	102.5	105.6	69.6	97.6
Cc1ccc(S(=O)(=O)n2cnc(NS(=O)(=O)c3cc(C)c(Cl)cc3SCc3ccccc3)n2)cc1	106.5	51.0	97.1	100.8	89.3	100.8	162.3	55.8
C[C@@H](C[C@H](CCOCc1cccnc1)c1ccccc1)c1cc2ccccc2o1	92.8	81.8	98.4	90.2	94.2	101.6	84.9	89.7
CS(=O)(=O)c1ccc(C(=O)N/N=C/c2ccccc2F)cc1	105.4	84.2	105.0	70.7	101.7	110.8	·	98.2
COc1ccc(Br)c(/C=C(\C#N)c2nc3ccccc3s2)c1	91.5	76.9	78.7	92.1	70.5	·	84.7	103.6
CN1/C(=C\C=C\C2=[N+](C)c3ccccc3C2(C)C)C(C)(C)c2ccccc21	-42.6*	3.5*	-98.5*	6.7*	13.3	-25.4*	-18.1*	-56.6*
COc1cc(/C=C2\CC/C(=C\c3cc(CN4CCCC4)c(O)c(OC)c3)C2=O)cc(CN2CCCC2)c1O	124.7	106.7	102.2	113.0	97.0	115.7	73.8	124.3
CC(C)c1ccc(/C=N\NC(=O)C[N+](C)(C)C)cc1	115.7	104.2	103.6	97.2	100.7	105.6	·	114.2
CCC(C)C(NC(=O)C(Cc1ccc(O)cc1)NC(=O)OCc1ccccc1)C(=O)OC (stereo unspecified)	94.8	99.5	100.3	100.8	·	107.7	97.2	·
CC/C(=C\c1ccc(N(C)C)cc1)c1nc2ccccc2c(=O)[nH]1	121.1	108.2	97.4	98.0	93.0	152.0	·	-13.9*
CSc1ncc(Br)c(Nc2ccccc2Cl)n1	114.4	92.0	94.1	83.0	86.0	102.9	90.7	107.2
Cc1ccc(S(=O)(=O)CS(=O)(=O)c2ccc(C)cc2)cc1	106.0&112.1	112.7&104.3	98.1&110.3	94.8&97.0	108.6	102.4&107.4	96.1&144.1	95.5
O=C(N/N=C/CCc1ccccc1)c1ccc(-n2cc(-c3ccccc3)nn2)cc1	86.0	95.2	94.4	96.1	95.4	100.4	81.6	99.2
O=[N+]([O-])c1ccc(-c2nc3ccc(-c4n[nH]c(=S)o4)cc3[nH]2)cc1	97.8	95.6	100.2	101.8	100.6	117.0	98.5	97.8
CCCC(F)(C(N)=O)C(=O)O (stereo unspecified)	102.4	103.0	104.7	91.6	·	117.1	·	100.6
C/C(=N\O)C(=O)c1ccc(C)cc1	104.1	110.8	107.7	97.3	95.6	103.1	93.3	110.8
COc1ccc(N=c2ssc(SC)c2-c2ccccc2)cc1	108.8	104.9	84.5	90.1	·	110.0	38.6	95.2
N#CC(C#N)C(C#N)c1ccccc1 (stereo unspecified)	103.1	·	96.7	98.3	·	114.4	93.4	106.7

Sorted by length of the SMILES (descending): part of the list above
SMILES	M14	HOP-62	SK-MEL-5	A549/ATCC	EKVX	SK-MEL-28	HOP-92	SK-MEL-2
O=[N+]([O-])c1ccc(-c2nc3ccc(-c4n[nH]c(=S)o4)cc3[nH]2)cc1	97.8	95.6	100.2	101.8	100.6	117.0	98.5	97.8
CCC(C)C(NC(=O)C(Cc1ccc(O)cc1)NC(=O)OCc1ccccc1)C(=O)OC (stereo unspecified)	94.8	99.5	100.3	100.8	·	107.7	97.2	·
O=C(N/N=C/CCc1ccccc1)c1ccc(-n2cc(-c3ccccc3)nn2)cc1	86.0	95.2	94.4	96.1	95.4	100.4	81.6	99.2
CC/C(=C\c1ccc(N(C)C)cc1)c1nc2ccccc2c(=O)[nH]1	121.1	108.2	97.4	98.0	93.0	152.0	·	-13.9*
Cc1ccc(S(=O)(=O)CS(=O)(=O)c2ccc(C)cc2)cc1	106.0&112.1	112.7&104.3	98.1&110.3	94.8&97.0	108.6	102.4&107.4	96.1&144.1	95.5
CSc1ncc(Br)c(Nc2ccccc2Cl)n1	114.4	92.0	94.1	83.0	86.0	102.9	90.7	107.2
C/C(=N\O)C(=O)c1ccc(C)cc1	104.1	110.8	107.7	97.3	95.6	103.1	93.3	110.8
N#CC(C#N)C(C#N)c1ccccc1 (stereo unspecified)	103.1	·	96.7	98.3	·	114.4	93.4	106.7
CCCC(F)(C(N)=O)C(=O)O (stereo unspecified)	102.4	103.0	104.7	91.6	·	117.1	·	100.6

Further structures.
SMILES	M14	HOP-62	SK-MEL-5	A549/ATCC	EKVX	SK-MEL-28	HOP-92	SK-MEL-2
O=C(NCCCNc1nccc(-c2c(-c3cccc(F)c3)nc3sccn23)n1)C1CCCCC1	57.6	98.2	52.9	51.6	80.8	84.5	104.5	78.4
COc1ccc(C2=NN(c3ccc(Cl)cc3)C(c3cccc(Nc4ccnc5cc(Cl)ccc45)c3)C2)cc1 (stereo unspecified)	94.5	82.7	92.2	68.3	77.9	96.1	79.6	·
COc1ccc(CSc2nc3cc(OC)c(OC)cc3c(=O)n2-c2ccc(Cl)cc2)cc1	105.8	103.5	95.4	103.2	·	107.0	·	110.0
FC(F)(F)c1cc2c(Cl)ncnc2n1CCN1CCCCC1	24.1	76.3	83.2	95.5	72.0	52.5	94.3	-16.0*
COc1cc(/C=C2\SC(N3CCCCC3)=NC2=O)ccc1OCCOc1ccc(/C=C2\SC(N3CCCCC3)=NC2=O)cc1OC	109.7	116.3	92.8	·	108.7	105.1	127.4	128.3
COc1ccc(C(=O)Oc2ccc(Br)cc2)cc1	93.7	106.9	98.6	89.8	95.6	113.2	102.6	106.5
N#C/C(=C\c1ccc(-c2ccc(Br)cc2)o1)c1nc(-c2ccco2)cs1	89.2	95.7	85.0	98.3	41.6	100.0	86.3	103.4
COc1ccc(-c2nnc(N)s2)cc1OC	105.6	64.8	99.5	101.9	124.5	133.8	78.7	100.2
COc1ccc(/C=C/c2nc3ccccc3nc2NNC(=O)Nc2cccc(Cl)c2)cc1	78.1	67.1	54.5	73.4	61.0	89.0	63.5	68.3
N#CCc1nn2c(CCC(=O)c3nc4ccccc4[nH]3)nnc2s1	104.9	93.6	102.8	107.0	101.2	116.5	·	93.0
C[N+]1=C(C(I)C(I)c2ccc(N)cc2)C(C)(C)c2ccccc21 (stereo unspecified)	95.3	98.8	79.7	98.2	76.3	94.9	82.7	91.4
NC(=O)CCc1nc(N)nc(N)n1	89.4	82.8	107.1	89.5	93.4	106.8	85.4	99.2
Cc1nc2cc(Cc3ccccc3)ccc2o1	103.6	103.9	·	98.3	108.0	102.2	·	100.8
CC1=C(C(=O)Nc2nc(-c3ccc(Cl)cc3)cs2)[C@H](c2ccc(O)cc2)NC(=O)N1	98.1	99.1	99.8	95.1	94.1	114.7	100.2	106.2

Assay outcomes (PubChem BioAssay)
